TRPC4 inh: inhibitors of mouse TRPC4 channel; Q9QUQ5; HEK293 TRPC4beta/mu-opioid, DAMGO-evoked Fluo4 calcium flux; active compounds read low; B-score at 10 µM; 300,000 tested, 0.39% active;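 active = B-score over 3 SD under the library average, no early fluorescence shift, positive overall ratio signal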
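Test system – stable TRPC4beta/mu-opioid receptor HEK293 cells · Probe or stimulus – DAMGO, a submaximal dose followed by a maximal one · Dosing – one concentration per compound · Signal – Fluo4 calcium fluorescence by kinetic imaging, 5 s 1 Hz baseline · Evaluation – per-well B score of integrated baseline-normalized Fluo4 ratio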
TRPC6 inh: inhibitors of mouse TRPC6 channel | 310,000 tested, 1.1% active | HEK293-TRPC6, membrane potential dye, ACh-evoked depolarization; active compounds read low | Q61143 | AID 2553 | B-score at 10 µM;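 active = B-score under library mean minus 3 SD, initial fluorescence not abnormally high, positive integrated signal ratio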;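 also: B-score derived from integrated fluorescence ratio over the kinetic read; more negative B-score means stronger inhibition of depolarization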
TRPC4 agonist: activators of mouse TRPC4 channel. Q9QUQ5. HEK293 TRPC4beta/mu-opioid, Fluo4 calcium fluorescence; active compounds read high. B-score at 10 µM. 310,000 tested, 0.49% active;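 active = B-score above 5 SD of library B-scores, and initial fluorescence ratio not above library mean plus 5 SD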;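 also: positive B-score marks a calcium rise read as TRPC4 activation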
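Assay system: HEK293 stable line with TRPC4beta plus mu-opioid receptor; schedule: 45 min room-temperature Fluo4 loading, 110 s read; technique: kinetic Fluo4 calcium fluorescence; evaluation: integrated baseline-normalised fluorescence ratio, converted to per-well B score; controls: buffer (low) and maximal DAMGO (high)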
MrgX1 antagonist: human MrgX1 receptor antagonism, primary screen | 310,000 tested, 1.3% active | B-score at 10 µM | AID 588676 | MRGX1-HEK293 calcium flux, Fluo-4, BAM8-22 antagonism; active compounds read low | Q96LB2;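 active = calcium-response B-score plate-corrected more than 3 library SD below zero, starting fluorescence within 5 deviations, no agonist response on first addition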;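 also: peak minus trough fluorescence over baseline after final BAM8-22 challenge near maximal dose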
Target sequence (Q96LB2 whole entry, looked up): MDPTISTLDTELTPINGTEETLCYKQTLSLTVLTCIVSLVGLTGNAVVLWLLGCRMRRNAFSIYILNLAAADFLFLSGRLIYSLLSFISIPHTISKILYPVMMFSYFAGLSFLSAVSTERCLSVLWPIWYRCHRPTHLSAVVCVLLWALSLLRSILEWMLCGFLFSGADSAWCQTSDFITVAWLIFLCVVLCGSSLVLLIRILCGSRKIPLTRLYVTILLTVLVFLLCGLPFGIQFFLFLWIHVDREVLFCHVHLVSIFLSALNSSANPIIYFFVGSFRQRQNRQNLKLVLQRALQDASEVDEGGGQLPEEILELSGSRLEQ
TRPC6 activator: activates the mouse TRPC6 cation channel. B-score at 10 µM. 310,000 tested, 0.13% active. HEK293-TRPC6 membrane potential dye fluorescence; active compounds read high;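 active = B-score of the integrated fluorescence ratio above library mean plus 3 SD, and starting fluorescence ratio within library mean plus 5 SD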;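 also: higher score means more depolarization so channel activation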
PolyA inhibitor: blocks polyadenylation in yeast reporter cells. 300,000 tested, 0.02% active. calls only at 12 µM. S. cerevisiae SKY197-pL101 polyadenylation reporter, beta-gal luminescence; efflux-impaired pdr1/pdr3 knockout yeast; score 100 = 6 SD above DMSO. AID 1875;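 active = lowest replicate activity score at least 50, where 100 means six control SD above control mean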;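 also: yeast exposed to compound for 9 h at 30 °C; higher score means more reporter readthrough which indicates perturbed polyadenylation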
AI-2 QS modul: modulates the Vibrio harveyi AI-2 quorum sensing system. 300,000 tested, 0.4% active. AID 2094. activity change, % at 7.5 µM. Vibrio harveyi JMH597 AI-2 luminescence/OD600 ratio, 9 h; active compounds read low; strain lacks LuxN and CqsS sensors; 0 = neutral-control median; in the data active = activity change below about -75%, passing the limit was not always enough;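 also: luminescence divided by OD600 gain over 9 h not by final OD600 alone; inactives centre near 13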
HIF act: HIF pathway transcriptional activation | U2OS HRE-luciferase reporter, luminescence; normalized: DMSO 0%, desferrioxamine 100% | activation, % at 7.5 µM (by protocol) | 300,000 tested, 0.32% active | AID 1910;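 active = mean activation of at least 10% of the iron chelator positive control signal, with at least half of replicates also reaching 10%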
MrgX1 allo act: human MrgX1 positive allosteric modulation, primary screen | Q96LB2 | MrgX1-HEK293, Fluo-4 calcium flux, FDSS; active compounds read high | B-score at 10 µM | 310,000 tested, 0.63% active | AID 588675;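 active = plate-corrected calcium response at least 3 library SD above typical, normal starting fluorescence, not activating the receptor alone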;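 also: compound read alongside a low EC10 to EC30 dose of BAM8-22 agonist; peak minus trough fluorescence over baseline measured at the second addition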
MrgX1 ag: human MrgX1 receptor agonism, primary screen. Q96LB2. MrgX1-HEK293 cells, Fluo-4 calcium fluorescence, agonist mode; active compounds read high. B-score at 10 µM. 310,000 tested, 0.44% active. AID 588627;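 active = calcium response B-score plate-corrected fluorescence ratio at least 3 library SD, with starting fluorescence B-score inside 5 SD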
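Test system: Stable human MrgX1 HEK293 cell line | Schedule: Overnight plating before 1 h dye loading | Read-out basis: Baseline-normalised fluorescence change ratio, B-scored | Detection: Kinetic calcium dye fluorescence, Fluo-4 NW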
TRPC4 potent: allosteric potentiators of mouse TRPC4 channel; Q9QUQ5; HEK293 TRPC4beta/mu-opioid, DAMGO EC20, Fluo-4 Ca2+ flux; active compounds read high; B-score at 10 µM; 310,000 tested, 0.42% active;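 active = B-score of calcium response area above 5 SD of library B-scores, with initial fluorescence ratio within 5 SD of library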;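 also: B-score of integrated fluorescence ratio over time as area under calcium response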
* = called active by the depositor; i = inactive; / = no result given. Some of the compounds tested (hit frequency here may not be typical).

Order of results: TRPC6 inh	TRPC6 activator	TRPC4 potent	TRPC4 inh	PolyA inhibitor	AI-2 QS modul	MrgX1 ag	HIF act	TRPC4 agonist	MrgX1 antagonist	MrgX1 allo act
> C=CCNS(=O)(=O)c1ccc(N2C(=O)c3ccccc3C2=O)cc1
→ i	i	i	i	i	6.4	i	-0.5	i	i	i
> CN(C)c1ccc(/C=N/NC(=O)c2ccc3c(c2)OCCO3)cc1
→ i	i	i	i	i	12.8	i	1.5	i	i	i
> CC(=O)n1cc(-c2ccncc2)c2ccccc21
→ i	i	i	i	i	-3.4	i	1.6	i	i	i
> CNc1cc(CSC)nc(SCc2ccc(Cl)c(Cl)c2)n1
→ i	i	i	i	i	-3.2	i	-0.3	i	i	i
> CC1CCc2nc(NC(=O)CN3CCOCC3)sc2C1 (stereo unspecified)
→ i	i	i	i	i	14.2	i	1.9	i	i	i
> O=C(Nn1cnnc1)c1cc(Br)ccc1Cl
→ i	i	i	i	i	/	i	0.3	i	i	i
> COCCCNC(=S)NNC(=S)Nc1cccc(Cl)c1
→ i	i	i	i	i	22.4	i	0.2	i	i	i
> O/N=C/c1cc(Br)cs1
→ i	i	i	i	i	4.6	i	-0.1	i	i	i
> Cc1sc(NC(=O)Cc2ccc3c(c2)OCO3)nc1-c1ccc2c(c1)CCN2C(=O)c1cccc(F)c1
→ i	i	i	i	i	28.0	i	-1.7	i	i	i
> Cc1ccnc2nc(C(=O)Nc3ccc4c(c3)OCO4)nn12
→ i	i	i	i	i	27.6	i	-0.2	i	i	i
> COc1ccccc1OCc1ccc(C(=O)N2CCCCC2)o1
→ -5.17*	i	i	i	i	10.7	i	-1.9	i	i	i
> CC(C)(C)NCC1(CO)SC(N)=NC1=O (stereo unspecified)
→ i	i	i	i	i	1.3	i	-0.1	i	i	i
> CCc1ccc(C2=NN(CCC(=O)NCC3CCCO3)C(=O)CC2)cc1 (stereo unspecified)
→ i	i	i	i	i	51.0	i	-0.5	i	i	i
> COc1cccc(CN2C(=O)CCC2(C)C(=O)NCCc2ccc(OC)c(OC)c2)c1 (stereo unspecified)
→ i	i	i	i	i	9.7	i	-0.1	i	i	i
> Cc1ccc(C2=NC3(CCCCC3)NC2=S)cc1
→ i	i	i	i	i	-0.5	i	-13.0	i	i	i
> O=C(CNC(=O)c1ccccc1F)c1ccc(Br)cc1
→ i	i	i	i	i	12.6	i	0.5	i	i	i
> Cc1ccc(/C=C2/C(=N)N3N=C(CC(=O)N4CCCC4)SC3=NC2=O)cc1
→ i	i	i	i	i	31.2	i	0.2	i	i	i
> Cc1ccc(OCC(=O)Nc2ccc(NC(=O)c3ccccc3)c(C)c2)cc1
→ i	i	i	i	/	39.0	i	/	i	i	i
> CCN1CCN(Cc2cccc(Oc3ccccc3)c2)CC1
→ i	i	i	i	i	14.8	i	0.0	i	i	i
> CN(CC(=O)Nc1ccc(Cl)cc1)C(=O)c1cccc(S(=O)(=O)NCc2ccccc2)c1
→ i	i	i	i	i	6.6	i	1.1	i	i	i

Pulled by compound from the list above (2):
Order of results: TRPC6 inh	TRPC6 activator	TRPC4 potent	TRPC4 inh	PolyA inhibitor	AI-2 QS modul	MrgX1 ag	HIF act	TRPC4 agonist	MrgX1 antagonist	MrgX1 allo act
> Cc1ccc(C2=NC3(CCCCC3)NC2=S)cc1
→ i	i	i	i	i	-0.5	i	-13.0	i	i	i
> CN(CC(=O)Nc1ccc(Cl)cc1)C(=O)c1cccc(S(=O)(=O)NCc2ccccc2)c1
→ i	i	i	i	i	6.6	i	1.1	i	i	i

Following part.
Order of results: TRPC6 inh	TRPC6 activator	TRPC4 potent	TRPC4 inh	PolyA inhibitor	AI-2 QS modul	MrgX1 ag	HIF act	TRPC4 agonist	MrgX1 antagonist	MrgX1 allo act
> Cc1ccc(S(=O)(=O)Nc2ccc3c(c2)n(C)c(=O)n3C)c(C)c1
→ i	i	i	i	i	13.8	i	0.1	i	i	i
> O=C(Nn1cnnc1)c1ccncc1
→ i	i	i	i	i	5.3	i	-0.1	i	i	i
> Fc1cccc2sc(Nc3nnc(-c4ccco4)o3)nc12
→ i	i	i	i	i	19.2	i	2.1	i	i	12*
> COc1ccc(C(=O)c2cc(C(C)=O)c(Nc3ccccc3)s2)cc1
→ i	i	i	i	i	-2.4	i	0.2	i	i	i
> O=C(NC1CCCCCC1)c1nc2ncccn2n1
→ i	i	i	i	i	25.3	i	0.0	i	i	i
> CCCCN1C2=C(C(=O)CC(C)(C)C2)C(c2ccccc2)C2=C1c1ccccc1C2=O (stereo unspecified)
→ i	i	i	i	i	40.2	i	-0.9	i	i	i
> O=[N+]([O-])c1ccc(O)c(P(=O)(c2ccccc2)c2ccccc2)c1
→ i	i	i	i	i	5.2	i	0.5	i	i	i
> COc1ccc(S(=O)Cc2ccc(C(=O)N3CCN(c4cccc(C)c4C)CC3)o2)cc1 (stereo unspecified)
→ i	i	i	i	i	1.1	i	2.3	i	i	i
> O=C(C1=C[C@@H](C2CC2)C[C@@H](OCc2ccc(CO)cc2)O1)N1CCN(Cc2ccc3c(c2)OCO3)CC1
→ i	i	i	i	i	10.3	i	0.6	i	i	i
> Cc1c(C(=O)Nc2ccc(-c3nnc4n3CCCCC4)cc2)oc2c1ccc1ccccc12
→ i	i	i	i	i	18.1	i	-0.1	i	i	i
> Cc1ccc(C2(C)NC(=O)N(CC(=O)NCc3cccs3)C2=O)cc1 (stereo unspecified)
→ i	i	i	i	i	-61.6	i	-0.2	i	i	i
> Cc1ccc(C)c2[nH]c(=O)c(C(c3nnnn3Cc3ccco3)N3CCc4ccccc4C3)cc12 (stereo unspecified)
→ i	i	11*	i	i	72.0	i	-0.3	i	i	i
> CCN(CC)S(=O)(=O)c1ccc(N2CCOCC2)c(NC(=O)C(C)(C)C)c1
→ i	i	i	i	i	9.1	i	-0.3	i	i	i
> O=C(O)CSCC(=O)N1CCN(c2ccnc3cc(Cl)ccc23)CC1
→ i	i	i	i	i	30.5	i	-56.7	i	i	i
> O=C(Cc1cc(=O)oc2cc(O)ccc12)NC(Cc1ccc(Cl)cc1)C(=O)O (stereo unspecified)
→ i	i	i	i	i	24.6	i	-9.0	i	i	i
> COc1cc(/C=C(\NC(C)=O)C(=O)O)cc(OC)c1OC
→ i	i	i	i	i	37.6	i	-1.2	i	i	i
> C=CCNC(N)=S
→ i	i	i	i	i	13.4	i	-0.2	i	i	i
> CCOC(=O)N1CCN(Cc2nnc(-c3cccc(Br)c3)o2)CC1
→ i	i	i	i	i	27.5	i	0.5	i	i	i
> Cc1cc(C)c(C#N)c(Sc2ccccc2N)n1
→ i	i	i	i	i	-4.1	i	0.1	i	i	i
> CCCC(=O)NCn1nnc(-c2ccc(Cl)cc2)n1
→ i	i	i	i	i	-5.0	/	-0.6	i	/	/
> Cn1nnnc1SCc1ccc(C(=O)Nc2ccccc2F)cc1
→ i	i	i	i	i	-22.9	i	1.1	i	i	i
> O=C1CCSc2cccc3cccc(c23)N1
→ i	i	i	i	i	-8.0	i	-0.3	i	i	i
> COC(=O)c1cccc(NC(=O)c2ccccc2)c1
→ i	i	i	i	i	17.7	i	0.8	i	i	i
> O=C(CSc1nc2[nH]ncc2c(=O)[nH]1)Nc1cccc(Cl)c1
→ i	i	i	i	i	5.5	i	-1.6	i	i	i
> Cc1ccc(S(=O)(=O)/C(C#N)=C/c2c(N3CCOCC3)nc3c(C)cccn3c2=O)cc1
→ -5.86*	i	i	i	i	8.2	i	0.1	i	i	i
> O=C(c1cccnc1)N1CCN(C(=O)c2ccccc2F)CC1
→ i	i	i	i	i	10.6	i	-0.5	i	i	i
> CCCCCCn1nc(C(=O)OCC(=O)NC2CCS(=O)(=O)C2)c2ccccc2c1=O (stereo unspecified)
→ i	i	i	i	i	-0.2	i	0.3	i	i	i
> COc1ccc(/C=C/C(=O)Nc2ccccc2C(F)(F)F)cc1OC
→ i	i	i	i	i	10.5	i	0.6	i	i	i
> COc1ccc(CCN2C(=O)C3C4CC(C5C(C(=O)NN)=NOC45)C3C2=O)cc1OC (stereo unspecified)
→ i	i	i	i	i	-0.7	i	0.1	i	i	i
> CCC1(c2ccccc2)NC(=O)N(CC(=O)N(C)CC(=O)Nc2cccc(F)c2)C1=O (stereo unspecified)
→ i	i	i	i	i	11.3	i	0.4	i	i	i
> O=C1N=C(N2CCN(c3cccc4ccccc34)CC2)S/C1=C/c1cccs1
→ i	i	i	i	i	21.2	i	-0.3	i	i	i
> CS(=O)c1ccccc1-c1nc(-c2ccc(Cl)cc2)no1 (stereo unspecified)
→ i	i	i	i	i	-0.9	i	3.3	i	i	i
> COC(=O)c1scc(C)c1NC(=O)c1ccccc1F
→ i	i	i	i	i	3.0	i	0.8	i	i	i
> COC(=O)c1ccc(Cn2cc([N+](=O)[O-])cn2)cc1
→ i	i	i	i	i	-2.7	i	0.4	i	i	i
> O=C(CSc1nc2ccccc2[nH]1)NC(=O)NCc1ccco1
→ i	i	i	i	i	28.3	i	0.2	i	i	i
> O=C(O)COc1ccc(C(=O)Cc2ccc3c(c2)OCCCO3)c(O)c1
→ i	i	i	i	i	16.2	i	/	i	i	i
> C=CCOC(=O)C1=C(C)N=C2SCCC(=O)N2C1c1ccc(OC(=O)c2ccco2)cc1 (stereo unspecified)
→ i	i	i	i	i	9.9	i	0.5	i	i	i
> O=C(Nc1nccs1)c1ccc(-c2ccc(Cl)cc2Cl)o1
→ i	i	i	i	i	15.0	i	5.1	i	i	i
> C=C(Br)Cn1c(CCC)nc2ccccc21
→ i	i	i	i	i	17.1	i	-0.2	i	i	i
> Cn1c(SCC(=O)OCC(=O)c2ccccc2)nnc1-c1cccs1
→ i	i	i	i	i	21.8	i	0.4	i	i	i
> O=C(C[n+]1cc(-c2ccccc2)n2c1CCC2)OCc1ccccc1
→ i	i	i	i	i	1.3	i	0.4	i	i	i
> Cc1cc(Cl)ccc1OCC(=O)Nc1ccccc1N1CCOCC1
→ i	i	i	i	i	11.5	i	-0.3	i	i	i
> Nc1nnc(SCc2cccc(C(F)(F)F)c2)s1
→ i	i	i	i	i	7.4	i	0.4	i	i	i
> O=C(c1ccc(Br)s1)N1CCCC1
→ i	i	i	i	i	22.1	i	0.0	i	i	i
> O=C(CCSc1ccccc1Cl)Nc1cccc([N+](=O)[O-])c1
→ i	i	i	i	i	-71.6	i	0.6	i	i	i
